Source: PubChem
GRP78 ERSR act: inducers of ER stress response in human glioma cells | U87-MG GRP78 promoter luciferase reporter, 16 h | Potency, µM, without a hit: top-dose activation, hits mostly activators | 420,000 tested, 0.02% active; further: potency means the concentration at half of the fitted maximal effect; series mostly up to about 76 µM; % of control where 0% means no effect; nearly all actives have a fitted effect of over 35% in size
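ERSR induction read as luciferase luminescence (Bright-Glo, 10 min at room temperature) in stably transfected human U87-MG glioma cells exposed to compounds for 16 h, using GRP78 as sensor.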
D1 ag: activates the human D1 dopamine receptor. P21728. HEK293 T-REx D1 cells, calcium flux, agonist mode. activation, % at 2 µM. 360,000 tested, 1% active; in the data active means activation above about 30%; further: 0% is about no effect
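Inducible HEK293 T-REx D1 cells, force-coupled to calcium signalling, were plated at 4000 cells/well with tetracycline and held overnight at 30 C. After no-wash calcium dye loading, compound-evoked calcium rise over 180 s flagged agonists.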
RXFP1 ag: activates the human relaxin receptor RXFP1. Q9HBX9. Potency, µM (top dose mostly 57.5 µM), without a hit: top-dose activation, hits mostly activators. HEK293T-RXFP1 cAMP TR-FRET, 30 min; response scale: percent of porcine relaxin response, buffer zero. AID 2676. 370,000 tested, 0.3% active; further: potency means the concentration at half of the fitted maximal effect; on the % scale 0 is the no-effect control and ±100 the full control effect; nearly all actives have a fitted effect of over 60% in size; many of its hits are not listed in these tables
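Agonist response is measured as cAMP accumulation in an RXFP1-transfected HEK293T line under PDE4 inhibition. Values are scaled between buffer-only and 29 nM porcine relaxin, and EC50s come from standard Hill equation fits.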
LDHA block: blocks human lactate dehydrogenase A | purified LDHA, NADH/diaphorase-resazurin fluorescence; stronger effect = lower value | 480,000 tested, 0.15% active | P00338 | AID 1347041 | activity change, % (values are at about 110 or 230 µM); in the data active means activity change below about -30%; inconclusive means mostly about -25% to -30%;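 further: plate controls were DMSO wells for no effect and wells without enzyme for full effect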
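Remaining NADH was detected by diaphorase (0.133 mg/mL) converting 37 µM resazurin to fluorescent resorufin, read at 0 and 20 minutes. The preceding 5-minute room-temperature reaction used 2 nM LDHA, 0.2 mM sodium pyruvate and 0.06 mM NADH at pH 7.4.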
D1 antagonist: blocks dopamine activation of the human D1 receptor; P21728; HEK293 TREx D1 cells, calcium flux, dopamine EC80; stronger effect = lower value; activity change, negative = inhibition, % at 10 µM; 360,000 tested, 3.2% active; AID 504652; in the data active means activity change below about -30%; further: on the % scale 0 is the no-effect control and ±100 the full control effect
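Calcium flux readout: force-coupled, inducible Hek293 Trex D1 line, cells induced overnight at 30 C with tetracycline, dye-loaded 30–90 min at RT. Antagonism scored against EC80 dopamine challenge given 180 s after compound.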
D1 PAM: potentiators of human D1 dopamine receptor; HEK293 TREx D1 cells, calcium flux, dopamine EC20 potentiation; P21728; potentiation, % at 10 µM; 360,000 tested, 0.036% active; AID 504651; in the data active means potentiation above about 30%; further: 0% is about no effect
Vif-A3F inh: inhibitors of Vif-A3F interaction; HeLa A3F-eYFP + Vif (tagged APOBEC3F with the HIV-1 protein that degrades it), YFP fluorescence increase; Potency, µM (series often up to 46.1 µM), for inactives: top-dose activity, negative = active; 390,000 tested, 0.2% active; further: potency means the concentration at half of the fitted maximal effect; % of control where 0% means no effect; nearly all actives have a fitted effect of over 65% in size
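HeLa cells stably expressing Vif plus C-terminally eYFP-tagged A3F were seeded, incubated overnight at 37 deg C, dosed with compound, incubated overnight again at 37 deg C. Yellow fluorescence (Ex 488/Em 500-530) reported blocked Vif-mediated A3F-eYFP degradation.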
Vif-APOBEC3G blk: blocks the Vif interaction with human APOBEC3G. 410,000 tested, 0.076% active. Potency, µM (highest dose often 46.1 µM), without a hit: top-dose activity, negative = active, most hits filed as inhibitors. HeLa A3G-eYFP + Vif (tagged APOBEC3G with the HIV-1 protein that degrades it), YFP fluorescence, overnight;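 further: potency means the concentration at half of the fitted maximal effect; on the % scale 0 is the no-effect control and ±100 the full control effect; nearly all actives have a fitted effect of over 60% in size; hits raise eYFP signal because A3G escapes Vif-driven loss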
Target sequence (Q9HC16 whole entry, looked up): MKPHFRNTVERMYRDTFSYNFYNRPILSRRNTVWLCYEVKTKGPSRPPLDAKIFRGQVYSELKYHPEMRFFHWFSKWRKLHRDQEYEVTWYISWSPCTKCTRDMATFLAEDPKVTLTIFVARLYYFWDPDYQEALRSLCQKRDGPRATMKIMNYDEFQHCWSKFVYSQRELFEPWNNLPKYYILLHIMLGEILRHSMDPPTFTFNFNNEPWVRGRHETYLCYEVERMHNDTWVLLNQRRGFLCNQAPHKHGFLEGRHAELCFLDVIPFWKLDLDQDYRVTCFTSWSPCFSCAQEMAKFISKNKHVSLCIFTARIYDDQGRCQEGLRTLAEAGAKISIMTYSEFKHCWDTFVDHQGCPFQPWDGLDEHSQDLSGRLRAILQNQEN
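HeLa cells stably expressing Vif and C-terminally eYFP-tagged A3G, seeded overnight at 37 deg C, then exposed to compound by pintool overnight at 37 deg C. Rise in yellow fluorescence (Ex 488/Em 500-530, Acumen) marks blocked Vif-driven A3G degradation.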
D2 PAM: D2 dopamine receptor (human) potentiation. P14416. HEK293 T-REx D2, calcium flux, EC20 dopamine potentiation. potentiation, % at 10 µM. 340,000 tested, 0.34% active;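 active means potentiation over 3 SD above the plate norm, cut at about 30% in these data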; further: 0% is about no effect
Target sequence (P14416 whole entry, looked up): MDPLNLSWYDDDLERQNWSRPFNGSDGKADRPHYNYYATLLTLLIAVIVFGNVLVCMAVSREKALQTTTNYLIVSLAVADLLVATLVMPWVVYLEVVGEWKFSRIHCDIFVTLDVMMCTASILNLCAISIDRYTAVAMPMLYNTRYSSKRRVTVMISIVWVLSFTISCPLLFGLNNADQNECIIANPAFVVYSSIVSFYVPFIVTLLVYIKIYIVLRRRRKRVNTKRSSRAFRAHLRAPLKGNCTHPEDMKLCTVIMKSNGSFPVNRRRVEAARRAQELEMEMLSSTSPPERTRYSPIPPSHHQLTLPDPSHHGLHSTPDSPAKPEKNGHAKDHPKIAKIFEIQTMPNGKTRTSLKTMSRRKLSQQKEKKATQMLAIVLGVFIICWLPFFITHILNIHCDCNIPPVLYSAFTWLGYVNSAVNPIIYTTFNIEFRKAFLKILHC
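Tetracycline-induced HEK293 T-REx cells force-coupled to calcium signalling expressed D2; compounds were pin-added after a 10 s baseline, read kinetically 180 s, then an EC20 dopamine challenge followed with a further 180 s calcium read.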
Active calls of the source: *; ? = inconclusive; · = not tested or not shown; & = joins results of further samples. Unless noted, the call rests on the fitted dose curve; in most records, active means well fitted curve in the direction sought with a large enough effect; inconclusive means small, poorly fitted or top-dose-only effect, or another doubt; inactive means no such curve, though single readings can be large; an effect the other way counts as inactive or inconclusive.

Values run as follows: GRP78 ERSR act	D1 ag	RXFP1 ag	LDHA block	D1 antagonist	D1 PAM	Vif-A3F inh	Vif-APOBEC3G blk	D2 PAM
(1) O=S(=O)(Nc1cccc(-n2cnnn2)c1)c1ccc(Cl)nc1
  2%	0	1.9%	-12	3	-4	1%	-2%	2
(2) COc1ccc(Br)cc1CNC(=O)CCC(=O)N1CCSc2ccccc21
  3%&1%	6&2	1.3%&-0.1%	-9&-6	9&-23	8&-5	2%&4%	-1%&-4%	-20&0
(3) COc1ccc(S(=O)(=O)c2c(Nc3c(C)cccc3C)sc(C(=O)c3ccc4c(c3)OCO4)c2N)cc1
  -6%	31*	-0.1%	-2	13	-1	-12%	-30%	8
(4) O=C(Cn1ccc2ccccc2c1=O)NCC1COc2ccccc2O1 (stereo not drawn)
  -6%	0	13%	-1	-6	-2	-2%	0%	6
(5) Cc1ccc(C(=O)Nc2nc3ccc(S(C)(=O)=O)cc3s2)cc1C
  -6%	0	?	-7	-6	2	-4%	2%	-20
(6) Nc1cc(C(F)(F)F)ccc1C(=O)O
  ·	1	1.6%	·	-4	2	·	·	-7
(7) CCOc1ccc(NC(=O)CSc2nccn2-c2cccc(C)c2C)cc1
  -4%	3	-0.6%	3	2	-5	7%	2%	11
(8) CCOc1ccc(CN(C)c2nc(-c3cccnc3)nc3ccccc23)cc1OC
  -9%	4	-1.2%	-2	5	-4	4%	-3%	-14
(9) CS(=O)(=O)Nc1cccc2cccnc12
  ?	0	1.0%	14	-3	-4	-6%	?	-25
(10) C=CCNC(=O)CC1C(=O)NCCN1Cc1ccc(-c2ccccc2)cc1 (stereo not drawn)
  1%	21	1.3%	-2	-3	5	-1%	2%	13
(11) O=C(CCN1CCN(Cc2ccccc2)CC1)NNC(=O)Nc1cccc(Cl)c1
  -2%	2	0.4%	-2	-15	-5	-1%	1%	-6
(12) CCOc1ccccc1NC(=O)Cn1nnc2sc(-c3ccccc3)cc2c1=O
  ·	0	0.3%	-2	3	-1	·	·	5
(13) OCC[C@@H]1C[C@@H](O)[C@H](O)[C@]2(CCCc3ccccc3O2)O1
  -2%	2	1.1%	-5	-8	-7	3%	2%	-2
(14) COC(=O)CSc1nnc(CNc2nc(-c3ccccc3)cs2)n1C
  -2%	-1	-0.4%	-1	-4	-4	0%	2%	·
(15) O=C(O)CCC(=O)Nc1ccc(SSc2ccc(NC(=O)CCC(=O)O)cc2)cc1
  -5%	3	0.0%	-10	-13	-5	20%	3%	0
(16) CCOc1ccc(Cn2c(=O)sc3ccccc32)cc1
  -1%&-3%	5&1	0.0%&1.9%	-5&-6	-11&6	1&-1	1%&-4%	-8%&-1%	1&8
(17) COC(=O)[C@@]12CCCN1[C@H](c1ccc(-c3ccccc3)c(OC)c1)[C@H]1C(=O)N(C)C(=O)[C@H]12
  -5%	·	·	-1	·	·	1%	3%	·
(18) Cc1nc2c(=O)n(C)c(=O)[nH]c2n1Cc1ccccc1
  -1%	5	-0.6%	-1	0	-4	-5%	0%	4
(19) COc1cccc(C(=O)OC2CCCN(C)C2)c1 (stereo not drawn)
  -4%	-2	-1.0%	-3&6	11	-4	-1%	1%	-7
(20) O=C(Nc1ccccc1)c1ccccc1NC(=O)C1CCCCC1
  -2%	0	8.5%	-3	-23	-10	-3%	-2%	-8
(21) O=C1C(=O)N(CCCn2ccnc2)C(c2ccc([N+](=O)[O-])cc2)/C1=C(\O)c1ccc2c(c1)OCCO2 (stereo not drawn)
  -3%	5	-1.7%	5	26	2	2%	-4%	-2
(22) COc1ccc(OC)c(CNC(=O)c2cc3cc4ccc(OC)cc4nc3o2)c1
  -1%	-1	1.8%	1	-10	6	-7%	4%	-7
(23) O=C(O)c1ccccc1C(=O)OCCc1cc2ccccc2c(=O)o1
  -2%	-1	-0.1%	-3	·	-4	0%	1%	-2
(24) O=C(Nc1ccc(F)cc1F)c1cc(-c2ccc3c(c2)OCO3)on1
  6%&0%	0&1	?	-8&0	-6&13	-4&2	12%&3%	0%&3%	-2&17
(25) COC(=O)C1=C(N)Oc2cc(C)n(CCCn3ccnc3)c(=O)c2C1c1cccc(Cl)c1 (stereo not drawn)
  1%	2	0.4%	-4	-17	-7	-3%	4%	22
(26) O=C(Nc1ccc(Cl)cc1C(=O)N1CCOCC1)c1cccc([N+](=O)[O-])c1
  ·	2	0.7%	·	-9	-3	·	·	9
(27) CC(C)(C)c1cc(CN2CCCCC2)cc(C(C)(C)C)c1O
  ·	2	-1.6%	·	-7	-7	·	·	11
(28) O=[N+]([O-])c1cc(C(F)(F)F)cc([N+](=O)[O-])c1N1CCN(S(=O)(=O)c2ccccc2)CC1
  -4%	1	4.0%	-9	-32*	-4	-1%	-5%	-4
(29) O=C(/C=C/N1CCOCC1)c1cc2ccccc2o1
  -3%	3	0.0%	0	-3	-4	1%	-1%	·
(30) COc1ccccc1CCNS(=O)(=O)CCNC(=O)c1ccc2c(c1)OCO2
  0%	0	1.4%	-2	7	2	-9%	-6%	·

Part of the list above, as labelled records:
(27) CC(C)(C)c1cc(CN2CCCCC2)cc(C(C)(C)C)c1O
- GRP78 ERSR act = ·
- D1 ag = 2
- RXFP1 ag = -1.6%
- LDHA block = ·
- D1 antagonist = -7
- D1 PAM = -7
- Vif-A3F inh = ·
- Vif-APOBEC3G blk = ·
- D2 PAM = 11

(30) COc1ccccc1CCNS(=O)(=O)CCNC(=O)c1ccc2c(c1)OCO2
- GRP78 ERSR act = 0%
- D1 ag = 0
- RXFP1 ag = 1.4%
- LDHA block = -2
- D1 antagonist = 7
- D1 PAM = 2
- Vif-A3F inh = -9%
- Vif-APOBEC3G blk = -6%
- D2 PAM = ·

(continued)
Values run as follows: GRP78 ERSR act	D1 ag	RXFP1 ag	LDHA block	D1 antagonist	D1 PAM	Vif-A3F inh	Vif-APOBEC3G blk	D2 PAM
(31) CCCCCCSC1=C(C#N)C(=O)NC2(CCCCC2)S1
  ?	1	-0.5%	1	1	-4	1%	4%	3
(32) Cc1cc(C)cc(OCC(=O)Nc2ccncc2)c1
  -1%	9	-2.2%	-1	1	7	7%	0%	0
(33) O=C(c1ccccc1)N1CCC(CC2CC(c3cccc(Br)c3)=NO2)(C(=O)NCC2CCCCC2)CC1 (stereo not drawn)
  -1%	2	0.4%	-11	-53*	-9	4%	2%	9
(34) Cc1ccc2nc(-c3ccc(NC(=O)c4cccnc4)cc3)oc2c1
  0%	10	3.9%	-14	3	-6	3%	-9%	-6
(35) COc1ccccc1NC(=O)CCSc1ccc(C)cc1
  3%	1	1.9%	9	-5	10	-2%	1%	10
(36) CCC(C)(C)NC(=O)C(c1cccc(OC)c1OC)N(Cc1ccc(OC)cc1)C(=O)CCC(=O)Nc1cc(C)on1 (stereo not drawn)
  -1%	5	3.3%	1	9	-7	?	4%	5
(37) ClCc1c2ccccc2cc2ccccc12
  -1%	-1	-0.5%	-6	5	0	-1%	-3%	0
(38) CCN(C(=O)CCc1ccccc1)C1CCCCC1
  -2%	2	-1.5%	1	4	0	-5%	3%	12
(39) Cc1ccc(S(=O)(=O)N2CCCCC2)cc1NC(=O)C1CC(=O)N(Cc2ccco2)C1 (stereo not drawn)
  -2%	2	-1.0%	-3	10	-6	-1%	1%	-4
(40) COc1cc(CCN2C(=O)N[C@@H](c3cccc(C(F)(F)F)c3)C(C(C)=O)=C2C)cc(OC)c1OC
  ·	0	3.2%	·	1	-3	·	·	3
(41) NC(=S)N/N=C/c1ccc(-c2cccc([N+](=O)[O-])c2)o1
  4%	2	3.9%	-3	-12	-4	?	-4%	7
(42) CCCCN(C)S(=O)(=O)c1ccc(C(=O)Nc2nnc(-c3cccs3)o2)cc1
  ·	2	-1.3%	·	-8	-1	·	·	-2
(43) CCOc1ccc(N=C2NC(=O)C(CC(=O)Nc3ccccc3)S2)cc1 (stereo not drawn)
  -5%	1	0.7%	-1	-3	-3	-11%	-1%	39*
(44) CCC(=O)NC(=S)Nc1ccc(-c2nc3ccc(C)cc3s2)cc1
  0%	3	1.2%	-2	7	-4	0%	1%	-8
(45) COc1ccc(C(=O)c2c(N)c(-c3nc(-c4ccccc4)cs3)c3ccccn23)cc1
  ·	1	0.0%	-7	-5	-1	·	·	-5
(46) COc1ccc(CNC(=O)C2CSC(=O)C2)cc1 (stereo not drawn)
  -2%	3	0.5%	0	-15	-2	-18%	0%	0
(47) Cc1cc(C)cc(NC(=O)CCc2c(C)nn(-c3ccc(N4CCCCC4)nn3)c2C)c1
  -11%	1	0.5%	-6	3	0	4%	-4%	-9
(48) Cc1nn(-c2ccccc2)c(C)c1NC(=O)COC(=O)CCCOc1ccccc1
  -5%	1	0.1%	-4	-2	-4	-11%	4%	-3
(49) COc1cccc2cc3c(=O)oc4ccccc4c3nc12
  6%	-1	2.1%	-8	-9	2	10%	-3%	6
(50) COc1ccc(CNC(=O)CCNC(=O)c2ccco2)cc1OC
  -1%	3	2.6%	-8	-13	-6	?	-1%	7
(51) CCOC(=O)C1CCN(C(=O)C(=O)Nc2ccc3nc4n(c(=O)c3c2)CCCCC4)CC1
  -7%	0	18%	-5	-2	-2	2%	3%	12
(52) Cc1noc(C)c1C(=O)Nc1sc2c(c1C(N)=O)CCC2
  -3%	14	22%	-2	-12	2	-5%	1%	·
(53) COc1cccc(-c2csc(N3CCN(C(=S)Nc4ccccc4OC)CC3)n2)c1
  -3%	2	2.8%	-1	-35*	-7	-2%	1%	1
(54) CC1CC(C)CN(C(=O)Cn2nnc(-c3ccc(Br)cc3)n2)C1 (stereo not drawn)
  0%	2	4.0%	-12	12	-6	1%	-3%	17
(55) COc1ccc(N2CC(c3nc(-c4cc(OC)c(OC)c(OC)c4)no3)CC2=O)cc1Cl (stereo not drawn)
  -2%	4	-1.9%	4	11	-1	-5%	1%	-2

These rows are one share of the data; rates above refer to the full screens.
